# Screening data as filed in PubChem BioAssay.
# AddAB inh: less growth of phage-infected E. coli with AddAB; inhibition, % at 11.9 µM; E. coli expressing H. pylori AddAB, absorbance growth; AID 435030; 330,000 tested, 0.29% active; in the data active = inhibition above about 12%;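 note: 0% = vehicle wells of infected cells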
# PKA-R1A activ: activators of PKA-R1A complex | activation, % at 11.4 µM | 340,000 tested, 0.083% active | P00514+P68181 | PKA-R1A dissociation, Cy5-IP20 fluorescence polarization; scaled: DMSO 0%, 113 µM cGMP 100% | AID 504707;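 active = percent activation above the mean of all tested compounds plus 3 SD, cut at about 19% in these data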;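 note: higher means more PKAc released from R1A so a rise in polarization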
# Pemphigus Ab inh: inhibitors of pemphigus antibody binding to human desmoglein-3. 310,000 tested, 0.48% active. P32926. DSG3-coupled beads, scFv-anti-DSG3-GFP binding, flow cytometry; hits give low values. AID 588358. binding (percent of control), % at 10 µM;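 active = binding more than 3 SD below its plate's average and above zero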;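 note: hits lower antibody fragment binding to DSG3; some compounds called inactive have numbers as strong as hits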
# Ecoli viability: reduces bacterial viability in AddAB counter-screen. inhibition, % at 11.9 µM. E. coli V3065 growth, OD600 absorbance, 18 h. AID 449728. 330,000 tested, 0.27% active;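 active = inhibition above the campaign's mean inhibition across all tested compounds plus 3 SD, cut at about 9.9% in these data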;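 note: uninfected addAB+ strain grown without phage in ampicillin broth; 0% = DMSO wells and 100% = ciprofloxacin 0.95 µg/ml wells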
# phage Ecoli inh: E. coli growth loss with phage present; growth absorbance; inhibition, % at 11.9 µM; 360,000 tested, 0.26% active; in the data active = inhibition above about 11%
# Tat transport: inhibitors of E. coli Tat protein transport | 340,000 tested, 0.036% active | E. coli MC4100 TorA-mCherry Tat export, fluorescence | inhibition, % at 10 µM;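 active = mean replicate inhibition at least 50% and at least half of replicates individually reaching 50%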;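 note: exported cargo escapes ClpAP degradation while cytoplasmic cargo is degraded and loses fluorescence; 0% = median of neutral control wells and 100% = median of NaSCN control wells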
# PfHsp90 set2: reduces growth (ATP signal) of yeast expressing P. falciparum Hsp90. S. cerevisiae expressing PfHsp90, BacTiter-Glo ATP, 48 h; yeast lacking PDR1 and PDR3 efflux regulators. inhibition, % at 9.4 µM. 310,000 tested, 0.32% active. AID 504621;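 active = every replicate shows inhibition above about 80%, whatever the replicate mean, limit read from the data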;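 note: 0% = DMSO neutral controls and 100% = 20 µM radicicol positive controls; yeast relying on Plasmodium falciparum Hsp90 in place of its own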
# Mot1-301 SUMO: SUMOylation pathway inhibition by Mot1-301 growth rescue | AID 2716 | growth rescue, % at 18.8 µM | 320,000 tested, 1% active | S. cerevisiae Mot1-301 growth rescue, ATP luminescence, 38.5C; percent above DMSO median, 100 means doubled;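 active = every valid replicate shows activation above 250% relative to neutral control wells; inactive = the rest, any valid replicate at or below 250%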;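 note: OY570 slx delta 5 strain wells were the positive control but not used for scaling; some compounds called inactive have numbers as strong as hits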
# Arrestin-AP2 inh: human beta-arrestin and AP2 interaction inhibition; FITC-arrestin peptide / GST-AP2 beads, flow cytometry; AP2 beta2 appendage carries R879A mutation; inhibition, % at 10 µM; 340,000 tested, 0.31% active; AID 504490;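 active = inhibition above a set limit, near 3 SD of compounds lacking own fluorescence, cut at about 54% in these data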;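 note: plate controls were DMSO wells for no effect and 5 µM unlabelled arrestin peptide for full effect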
#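 Measured by: flow cytometry, FL1 (488/535 nm); Material: AP2 appendage R879A on GSH beads; Evaluation: percent response; Timing: pre-incubation 12 min, peptide binding 1 h, room temperature; Also added: 50 nM FITC-arrestin peptide; Medium: PBS with 0.05% Tween 20 and 0.1% BSA.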
# OPRM1-OPRD1 ag: OPRM1-OPRD1 heterodimerization agonism. P35372+P41143. cells, luminescence. activation, % at 9.3 µM. 340,000 tested, 0.3% active. AID 504326; in the data active = activation above about 18%;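 note: 0% = vehicle-treated cells and 100% = reference agonist; values of inactives mirror those of a sister screen read the other way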
# Target sequence (P35372 whole entry, looked up): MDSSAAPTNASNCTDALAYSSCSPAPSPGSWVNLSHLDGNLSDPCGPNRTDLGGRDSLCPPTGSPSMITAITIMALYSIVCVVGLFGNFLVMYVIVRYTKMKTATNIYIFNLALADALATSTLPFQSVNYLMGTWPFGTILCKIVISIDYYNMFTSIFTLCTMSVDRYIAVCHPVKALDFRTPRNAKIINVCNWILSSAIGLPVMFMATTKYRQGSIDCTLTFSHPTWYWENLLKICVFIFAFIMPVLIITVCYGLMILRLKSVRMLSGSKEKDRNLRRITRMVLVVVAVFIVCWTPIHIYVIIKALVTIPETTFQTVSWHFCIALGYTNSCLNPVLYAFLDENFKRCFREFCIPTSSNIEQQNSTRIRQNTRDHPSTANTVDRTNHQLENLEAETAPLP
# Target sequence (P41143 whole entry, looked up): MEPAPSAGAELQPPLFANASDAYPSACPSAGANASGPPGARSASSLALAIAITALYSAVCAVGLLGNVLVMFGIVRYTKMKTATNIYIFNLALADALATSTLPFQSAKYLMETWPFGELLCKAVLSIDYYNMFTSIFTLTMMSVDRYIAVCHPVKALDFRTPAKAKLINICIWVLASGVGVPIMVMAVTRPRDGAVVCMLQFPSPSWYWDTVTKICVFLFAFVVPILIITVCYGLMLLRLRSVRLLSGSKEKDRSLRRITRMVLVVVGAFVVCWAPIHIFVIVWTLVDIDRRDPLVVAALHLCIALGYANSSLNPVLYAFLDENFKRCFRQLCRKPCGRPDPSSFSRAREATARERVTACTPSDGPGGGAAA
# OPRM1-OPRD1 inv: inverse agonist of human OPRM1-OPRD1 heterodimerization; cell-based MOR-DOR heterodimer luminescence, inverse agonism; P35372+P41143; 340,000 tested, 0.21% active; AID 504357; inhibition, % at 9.3 µM; in the data active = inhibition above about 22%, passing the limit was not always enough;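 note: 0% = cells with DMSO and 100% = wells without cells with DMSO; values of inactives mirror those of a sister screen read the other way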
# * marks the source's active call; other numbers are inactive results; x = no result given.
# The first 7 records as a preview:
SMILES,AddAB inh,PKA-R1A activ,Pemphigus Ab inh,Ecoli viability,phage Ecoli inh,Tat transport,PfHsp90 set2,Mot1-301 SUMO,Arrestin-AP2 inh,OPRM1-OPRD1 ag,OPRM1-OPRD1 inv
COc1cc2c(cc1OC)C(Nc1ccccc1)=NC(C)(C)C2,1.9,-4,91,-1.7,2.0,-9,9,x,24,-2.5,13
O=C(Nc1sc2c(c1C(=O)O)CCCC2)c1cccs1,0.2,-3,99,-1.4,4.1,-1,9,-10,4,-2.2,11
CCC(c1nnnn1Cc1ccco1)N(CCc1ccccc1)Cc1cc2cccc(C)c2[nH]c1=O (centres undefined),0.7,-4,110,-0.9,2.9,14,-2,-21,9,-0.9,4
C#CCn1cnc2c(oc3ccccc32)c1=O,5.6,-2,108,0.8,x,2,9,-15,-3,-1.0,5
COCCCNC(=O)C(C#N)c1nc2ccccc2nc1N1CCN(Cc2ccccc2)CC1 (centres undefined),x,-2,97,x,1.7,-8,6,x,-2,-1.0,5
CN(CC(=O)Nc1ccccc1Br)C(=O)c1ccccc1Cc1ccccc1,1.6,-7,x,-1.1,5.6,14,-38,-5,3,-1.0,4
CCOc1nc(Nc2cc(Cl)ccc2OC)nc(OCC)n1,2.8,2,105,1.2,4.9,-10,-15,3,21,0.3,-2

# Main list, from the start:
SMILES,AddAB inh,PKA-R1A activ,Pemphigus Ab inh,Ecoli viability,phage Ecoli inh,Tat transport,PfHsp90 set2,Mot1-301 SUMO,Arrestin-AP2 inh,OPRM1-OPRD1 ag,OPRM1-OPRD1 inv
COc1cc2c(cc1OC)C(Nc1ccccc1)=NC(C)(C)C2,1.9,-4,91,-1.7,2.0,-9,9,x,24,-2.5,13
O=C(Nc1sc2c(c1C(=O)O)CCCC2)c1cccs1,0.2,-3,99,-1.4,4.1,-1,9,-10,4,-2.2,11
CCC(c1nnnn1Cc1ccco1)N(CCc1ccccc1)Cc1cc2cccc(C)c2[nH]c1=O (centres undefined),0.7,-4,110,-0.9,2.9,14,-2,-21,9,-0.9,4
C#CCn1cnc2c(oc3ccccc32)c1=O,5.6,-2,108,0.8,x,2,9,-15,-3,-1.0,5
COCCCNC(=O)C(C#N)c1nc2ccccc2nc1N1CCN(Cc2ccccc2)CC1 (centres undefined),x,-2,97,x,1.7,-8,6,x,-2,-1.0,5
CN(CC(=O)Nc1ccccc1Br)C(=O)c1ccccc1Cc1ccccc1,1.6,-7,x,-1.1,5.6,14,-38,-5,3,-1.0,4
CCOc1nc(Nc2cc(Cl)ccc2OC)nc(OCC)n1,2.8,2,105,1.2,4.9,-10,-15,3,21,0.3,-2
Cc1ccc(NC(=O)COc2cccc3c2OC(C)(C)C3)c(O)c1,0.8,8,101,0.7,7.8,-2,-30,-1,-5,-2.6,10
Cc1ncn(C23CC4CC(CC(O)(C4)C2)C3)n1,6.3,-2,96,-0.2,2.5,-2,0,-20,-6,-0.7,4
Cc1ccc(C)c(NC(=O)C2CC(=O)N(C3CCCCC3)C2)c1 (centres undefined),3.0,-8,99,0.9,-1.1,2,20,-3,29,-2.1,11
COc1cc(/C=N/Nc2nc(C)nc3c2cnn3-c2ccccc2)ccc1O,x,-3,107,x,-4.1,2,-6,x,5,4.7,-24
Cc1ccc(-n2c(N)c(C(=O)Nc3c(C)n(C)n(-c4ccccc4)c3=O)c3nc4ccccc4nc32)cc1,1.9,-10,136,4.5,6.5,-4,48,28,16,1.6,-9
Cc1cc(NC(=O)CSc2nc(=O)cc(N)n2-c2ccc(C)c(C)c2)no1,0.6,-6,x,0.8,-2.0,-6,3,414,-1,-2.5,13
O=C(NC(=S)Nc1ccc(N2CCOCC2)cc1)c1ccc2c(c1)OCCO2,-0.3,-16,81,-1.3,5.4,-7,-4,1,-1,-2.1,14
CSc1ccc(CSCC(=O)N2CCN(S(=O)(=O)c3ccc(C)cc3C)CC2)cc1,3.1,8,106,1.0,-1.4,4,0,-11,8,4.3,-17
CC(Nc1cc(=O)n(C)c(=O)n1C)c1ccccc1 (centres undefined),0.2,-6,80,0.3,0.5,4,-8,4,0,-2.6,16
CCOc1ncccc1C(=O)Nc1cc2c(cc1Br)OCCO2,3.2,-6,x,-0.8,0.1,-5,-71,-1,18,0.3,-1
N#C/C(=C\c1ccc(O)c([N+](=O)[O-])c1)C(=O)NCc1ccccc1,1.1,2,95,0.9,0.1,-1,-16,-9,-10,-3.2,16
S=c1[nH]nc(Nc2ccccc2Cl)s1,5.6,-3,98,1.3,2.2,-9,-18,-10,16,-0.1,1
CC(=O)Nc1ccccc1OCC(=O)NC1CCCCC1C (centres undefined),5.0,-15,x,1.7,-0.5,1,-20,-10,-5,-2.5,10
N#Cc1ccccc1S(=O)(=O)N1CCN(C(=O)CN2C(=O)NC3(CCCC3)C2=O)CC1,3.5,-5,97,-0.8,-0.1,6,8,-7,-1,1.0,-6
O=C(c1cccc([N+](=O)[O-])c1)N1CCN(c2ccc(N3CCOCC3)nn2)CC1,-2.4,-5,98,-1.1,0.1,-7,8,7,-13,0.0,0
Cc1cc(C(=O)Nc2sccc2C#N)c2ccccc2n1,3.5,-2,110,-1.1,0.3,2,10,-3,0,-2.0,11
O=C(CCSCc1ccccc1Cl)N1CCN(c2ccccn2)CC1,0.5,-10,102,0.1,1.5,9,x,78,-7,-1.5,8
CC(=O)NC12CC3CC(C1)CC(C(=O)N(C)Cc1cccc(Cl)c1Cl)(C3)C2,x,8,103,x,-0.1,16,-17,-5,-12,-2.6,14
Cc1ccc(C2=NNC(c3cccc(F)c3)S2)cc1 (centres undefined),6.4,-1,96,4.3,4.2,-2,-12,-10,-2,-0.8,4
CN(CC(=O)Nc1ccc(Cl)c(C(F)(F)F)c1)C(=O)c1ccccc1SCC(=O)N1CCCC1,x,4,103,x,2.7,10,x,x,10,-0.5,2
Cc1cccc(-c2nc(CS(=O)CC(=O)NC(C)CCc3ccccc3)c(C)o2)c1 (centres undefined),4.1,0,103,-1.3,0.5,-3,-7,6,-3,-1.6,8
CN(Cc1ccccc1)S(=O)(=O)c1ccc(NC(=S)NC(=O)C2CCCCC2)cc1,1.2,-2,118,0.7,2.4,0,-9,x,-1,-4.3,23
Cc1ccc(OCC(=O)NNC(=O)c2ccoc2C)c(Br)c1,2.2,2,110,-0.6,1.4,-1,-1,-6,3,-1.4,7
Cc1c(NC(=O)c2cc(-c3ccc(Br)cc3)on2)c(=O)n(-c2ccccc2)n1C,4.9,-6,x,0.1,0.1,-2,12,3,6,-1.6,10
O=C(O)C1=C[C@H](c2ccc3c(c2)OCO3)C[C@H](OCc2ccc(CO)cc2)O1,-0.3,-1,103,-2.6,0.8,-6,1,-6,30,-2.3,13
CCC(=O)N1CCN(c2ccccc2NC(=O)Cc2ccccc2)CC1,0.8,-1,104,-0.5,1.1,-7,-2,-1,6,-0.5,3
C/C(=N/NC(=O)Nc1ccccc1)c1ccc(C)cc1,1.4,10,79,-0.6,0.6,9,2,-10,6,3.0,-16
COc1ccc(N2CC(NS(=O)(=O)c3ccc4ccccc4c3)CC2=O)cc1OC (centres undefined),0.3,-2,99,-2.6,3.0,2,-1,-21,0,-2.2,11
CC(=O)c1c(C)[nH]c(C2=NNC(=NCc3ccccc3)SC2)c1C,-0.2,-9,95,-0.8,3.6,9,12,12,24,-1.6,8
CC(=O)N1CCc2c(sc3c2c(=O)n(-c2ccccc2)c(=O)n3Cc2ccccc2Cl)C1,1.0,8,95,-0.2,2.8,4,12,28,32,0.9,-5
CCN(CC(=O)Nc1ccc(NC(C)=O)cc1)C(=O)c1n[nH]c(=O)c2ccccc12,-1.4,0,98,1.0,2.0,-10,10,-12,4,-1.6,9
CC(=O)Nc1ccc(NC(=O)C(C)N2CCN(S(=O)(=O)c3ccc(C)cc3)CC2)cc1 (centres undefined),0.1,-4,103,0.7,0.1,-5,-12,4,-7,-2.0,11
O=C(CCC(=O)N1CCOc2ccc(Cl)cc21)NCc1ccccc1,-0.5,13,101,-2.3,3.0,-6,27,-9,6,-0.8,4
O=C1C=C(OCc2ccccc2)CN1,-0.3,-4,103,-2.1,1.8,24,x,-9,1,-1.9,10
COc1ccc(CCn2nnnc2C(CC(C)C)N2CCN(c3ncccn3)CC2)cc1OC (centres undefined),1.8,2,x,0.3,2.7,18,33,1,-1,-1.9,12
O=C(/C=C/c1cccc([N+](=O)[O-])c1)Nc1cc(C(=O)O)cc(C(=O)O)c1,0.3,-2,99,0.2,2.4,-2,30,5,10,-4.0,20
Cc1cccc(NC(=O)CSCC(=O)Nc2ccc(S(=O)(=O)N3CCCCC3)cc2)c1,x,7,99,x,2.2,2,x,x,3,0.7,-5
O=C(Oc1ccccc1)N1CCN(C(=O)c2ccco2)CC1,x,7,95,x,2.8,-7,5,414,2,-1.7,8
COc1cc(C(=O)OCC(=O)N2CCC(Cc3ccccc3)CC2)cc(OC)c1OC,0.7,0,101,-0.1,4.6,5,x,1,6,-2.8,15
CO/N=C/CC(=O)c1cnc(-c2ccc(Cl)cc2)s1,1.2,4,x,-1.1,3.3,-5,10,-1,35,-0.1,0
O=C(O)COc1ccc(S(=O)(=O)NCCc2ccccc2)cc1,3.0,1,x,-0.9,2.1,2,3,-6,8,-2.1,12
O=c1[nH]c2ccc(S(=O)(=O)N3CCCCC3)cc2[nH]c1=O,2.9,-5,108,2.6,1.3,-5,8,-26,-6,-1.8,10
O=C(CN1CCN(c2ccccc2)CC1)Nc1ccc2c(c1)OCCO2,3.6,1,x,-1.1,0.9,3,-7,2,34,-3.1,14
COC(=O)C1CC(O)CN1C(=O)c1ccco1 (centres undefined),-0.1,-2,100,-1.1,2.8,-4,x,9,17,-0.8,4
CCCC(C)NC(=O)c1c2c(nc3ccccc13)CCC2 (centres undefined),3.4,-5,96,2.9,3.2,0,14,14,51,-0.7,3
CC(NC(=O)CCNS(=O)(=O)c1cccc2nsnc12)c1ccccc1 (centres undefined),0.5,6,100,0.1,0.9,-3,12,-7,1,0.3,-3
